Screens: PubChem BioAssay, The Scripps Research Institute Molecular Screening Center
FBW7 activator: activators of human E3 ligase FBW7; AlphaScreen FBW7–phospho-cyclin E peptide binding, activator screen; normalized activity (activation), % at 26.1 µM; 0.13% of 650,000 active; AID 1259310; in the data active = normalized activity above about 1.9%;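 also: purified mutant Fbw7 with reduced substrate affinity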
Target sequence (Q969H0 whole entry, looked up): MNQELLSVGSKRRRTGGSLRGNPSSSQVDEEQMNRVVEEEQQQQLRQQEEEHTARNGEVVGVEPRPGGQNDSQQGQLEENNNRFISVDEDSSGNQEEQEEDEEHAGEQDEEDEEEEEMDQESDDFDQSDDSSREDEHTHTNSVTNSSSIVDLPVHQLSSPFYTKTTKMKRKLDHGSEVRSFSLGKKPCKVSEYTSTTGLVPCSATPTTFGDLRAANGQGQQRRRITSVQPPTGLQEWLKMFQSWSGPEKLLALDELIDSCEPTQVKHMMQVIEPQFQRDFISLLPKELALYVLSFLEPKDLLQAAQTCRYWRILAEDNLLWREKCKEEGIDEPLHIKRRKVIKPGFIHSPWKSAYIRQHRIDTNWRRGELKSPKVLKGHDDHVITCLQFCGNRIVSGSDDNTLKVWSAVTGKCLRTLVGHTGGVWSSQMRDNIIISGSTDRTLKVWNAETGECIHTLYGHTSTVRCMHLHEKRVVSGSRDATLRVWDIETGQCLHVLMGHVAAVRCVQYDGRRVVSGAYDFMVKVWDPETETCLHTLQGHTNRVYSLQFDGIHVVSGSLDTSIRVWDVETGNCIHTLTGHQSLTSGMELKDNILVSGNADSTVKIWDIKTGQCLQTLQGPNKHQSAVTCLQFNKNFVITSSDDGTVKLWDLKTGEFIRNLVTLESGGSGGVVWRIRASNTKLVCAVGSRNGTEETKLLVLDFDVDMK
GPR151 ag: activators of human GPR151; Q8TDV0; PathHunter beta-arrestin GPR151 cells, luminescence; activation, % at 11.2 µM; AID 1508602; 1% of 650,000 active; in the data active = activation above about 4.9%;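 also: 0% = median of compound wells and 100% = cells with positive control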
Target sequence (Q8TDV0 whole entry, looked up): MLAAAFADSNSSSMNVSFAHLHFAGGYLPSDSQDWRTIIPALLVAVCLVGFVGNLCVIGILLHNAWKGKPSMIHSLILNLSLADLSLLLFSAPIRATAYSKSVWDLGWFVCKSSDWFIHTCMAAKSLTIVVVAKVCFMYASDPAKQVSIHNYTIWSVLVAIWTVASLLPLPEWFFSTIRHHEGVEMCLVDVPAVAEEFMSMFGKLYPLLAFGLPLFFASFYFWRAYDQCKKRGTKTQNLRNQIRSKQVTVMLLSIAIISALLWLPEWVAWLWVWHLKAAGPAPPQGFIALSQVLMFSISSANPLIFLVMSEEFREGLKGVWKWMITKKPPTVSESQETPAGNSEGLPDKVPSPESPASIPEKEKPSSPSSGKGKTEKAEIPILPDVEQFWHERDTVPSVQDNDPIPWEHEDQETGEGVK
MITF inh: inhibitors of human MITF. O75030. AlphaScreen MITF homodimerization, bead proximity signal. inhibition, % at 2.6 µM. 0.91% of 650,000 active. AID 1259374; in the data active = inhibition above about 50%;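 also: 0% = vehicle wells with protein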
TEAD-YAP block: TEAD-YAP interaction inhibition; HEK-TIYL cells, TEAD-Gal4/YAP UAS-luciferase luminescence; inhibition, % at 9.12 µM; 1.4% of 640,000 active; in the data active = inhibition above about 32%;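 also: 0% = median of test compound wells and 100% = reference inhibitor wells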
Numbers without * were called inactive.

SMILES | FBW7 activator | GPR151 ag | MITF inh | TEAD-YAP block
O=C(NC1CCCCC1)c1cc2cc(Cl)ccc2oc1=O | 0.2 | -2.0 | 10 | 1
O=C(CSc1nccc(=O)[nH]1)N1CCc2ccccc2C1 | 0.1 | 0.8 | -2 | 17
Cc1[nH]nc(N)c1-c1ccccc1 | 0.0 | 1.9 | -6 | 5
Cc1noc(C)c1S(=O)(=O)N1CCC(C(=O)NC2CCCCC2C)CC1 (stereo not given) | 0.5 | -0.8 | 4 | 0
CCCCCC(C)NC(=O)C1C2C=CC(O2)C1C(=O)O (stereo not given) | 0.0 | -0.1 | 12 | 1
COc1cc(OC)cc(C(=O)NCc2nnc(SCC(=O)Nc3nccs3)n2-c2ccc(F)cc2)c1 | 0.0 | -1.3 | 3 | 1
COc1ccccc1/C=C1\SC(N2CC(C)OC(C)C2)=NC1=O (stereo not given) | 0.1 | -0.3 | -1 | -1
O=S(N1CCc2ccccc2C1)C12CC3CC(CC(C3)C1)C2 (stereo not given) | 0.0 | -0.5 | 11 | 4
COC(=O)c1ccc(NC(=O)Cc2ccc(Br)cc2)cc1 | 0.1 | -0.9 | 19 | -20
Cn1nc(CCC(=O)NC2(c3ccccc3)CCCC2)c2ccccc2c1=O | -0.1 | -0.4 | -9 | 2
CC1(C)CC(=O)C(CC2=C(O)CC(C)(C)CC2=O)=C(O)C1 | 0.0 | -1.2 | -4 | 3
CCCC(c1nnnn1CCc1ccccc1)N1CCN(C(=O)c2ccco2)CC1 (stereo not given) | 0.0 | 0.7 | 10 | -17
O=[N+]([O-])c1ccc(N2N=C(c3ccccc3)CC2c2ccccc2O)cc1 (stereo not given) | 3.5* | 0.0 | 1 | -10
COc1ccc(-n2cc(C(=O)NC(C)CCc3ccco3)c3ccccc3c2=O)cc1 (stereo not given) | -0.1 | 0.5 | -4 | 9
O=[N+]([O-])c1cccc(S(=O)(=O)Nn2cnnc2)c1 | 0.0 | 0.0 | -3 | -19

Laid out differently: entries from further up
| Structure | FBW7 activator | GPR151 ag | MITF inh | TEAD-YAP block |
| --- | --- | --- | --- | --- |
| O=[N+]([O-])c1ccc(N2N=C(c3ccccc3)CC2c2ccccc2O)cc1 (stereo not given) | 3.5* | 0.0 | 1 | -10 |
| Cn1nc(CCC(=O)NC2(c3ccccc3)CCCC2)c2ccccc2c1=O | -0.1 | -0.4 | -9 | 2 |
| O=[N+]([O-])c1cccc(S(=O)(=O)Nn2cnnc2)c1 | 0.0 | 0.0 | -3 | -19 |
| Cc1noc(C)c1S(=O)(=O)N1CCC(C(=O)NC2CCCCC2C)CC1 (stereo not given) | 0.5 | -0.8 | 4 | 0 |
| COc1ccccc1/C=C1\SC(N2CC(C)OC(C)C2)=NC1=O (stereo not given) | 0.1 | -0.3 | -1 | -1 |
| O=S(N1CCc2ccccc2C1)C12CC3CC(CC(C3)C1)C2 (stereo not given) | 0.0 | -0.5 | 11 | 4 |
| Cc1[nH]nc(N)c1-c1ccccc1 | 0.0 | 1.9 | -6 | 5 |

Continued.
SMILES | FBW7 activator | GPR151 ag | MITF inh | TEAD-YAP block
COc1ccc(S(=O)(=O)N2CCSC2c2ccc(Br)cc2)cc1 (stereo not given) | 0.5 | 0.2 | -4 | 5
O=C(CN1C(=O)NC(c2ccccc2)(c2ccccc2)C1=O)Nc1ccc2c(c1)OCO2 | -0.1 | -0.1 | 11 | 7
CCCCOc1ccc(C(=O)NCc2nnc(SCC(=O)Nc3sc(C(=O)OCC)c(C)c3C(=O)OCC)n2CCCC)cc1 | 0.2 | 0.7 | -7 | 3
Cn1c(NC(=O)/C=C/c2ccc(Cl)c(Cl)c2)cc(=O)n(C)c1=O | -0.1 | 0.8 | -7 | -7
CC(=O)NNc1nc(-c2ccc([N+](=O)[O-])cc2)cs1 | -0.1 | -0.6 | -3 | -2
NC(=O)c1ccc(NS(=O)(=O)/C=C/c2ccc(Cl)cc2)cc1 | 0.1 | -0.5 | 11 | 2
O=C(CSc1ncnc2sc(-c3ccccc3)cc12)NC12CC3CC(CC(C3)C1)C2 | -0.1 | -0.3 | -1 | -10
O=C(NCCN=C1NS(=O)(=O)c2ccccc21)c1ccc2nccnc2c1 | 0.0 | 0.3 | -5 | 5
Cc1ccc(NC(=O)COc2ccc(Cl)cc2C)c(Br)c1 | -0.1 | 0.2 | -5 | 10
COC(=O)c1ccc(NC(=O)CCc2nnc3ccc(N4CCC(C)CC4)nn23)cc1 | 0.0 | 0.1 | -6 | -8
Cc1sc(NC(=O)COc2ccc(Cl)cc2)c(C(N)=O)c1C | -0.3 | 0.6 | 3 | -20
O=C(CN1CCN(c2ccc(O)cc2)CC1)Nc1ccc(SC(F)F)cc1 | 0.1 | 0.5 | 0 | 14
COc1ccc(NC(=O)c2sc3nc(C)nc(N4CCCCC4)c3c2C)cc1OC | -0.1 | 3.4 | 1 | -3
O=C(CSc1nc2ccccc2[nH]1)Nc1c(Cl)cccc1Cl | -0.1 | -0.9 | 1 | 2
Fc1cc2c(c(Cn3c4ccccc4c4nc5ccccc5nc43)c1)OCOC2 | 0.0 | -0.5 | 0 | -6
O=C(OCC1(COC(=O)c2cccnc2)CCCC(COC(=O)c2cccnc2)(COC(=O)c2cccnc2)C1O)c1cccnc1 | 0.0 | -0.2 | -3 | 0
CCc1nccn1CC1CCN(C(=O)c2ccco2)CC1 | 0.2 | 0.4 | 2 | -2
COc1ccc(NC(=O)COc2ccc3ccc(=O)oc3c2)cc1 | 0.2 | 1.3 | -10 | 8
CC(=O)N1c2ccc(S(=O)(=O)N3CCCC3C(=O)Nc3cccc(F)c3)cc2CC1C (stereo not given) | 0.3 | -0.7 | 1 | 3
S=C1NC2(CCCCCCCCCCC2)NN1c1ccc(Cl)cc1 | -0.1 | -0.6 | -9 | -10
CCOC(=O)NC1CCN(CC)CC1 | 0.1 | -1.2 | -9 | 3
CCOC(=O)N1CCN(c2c(-c3ccc(C)c(C)c3)c(=O)c2=O)CC1 | -0.1 | -1.2 | 1 | 12
CCOC(=O)C(C#N)C(c1cccnc1)c1c(C)[nH][nH]c1=O (stereo not given) | 0.0 | 0.7 | 8 | 4
CC(NCc1cccnc1)C(=O)Nc1ccccc1 (stereo not given) | -0.3 | -0.6 | 75* | -1
CC(C)[C@H](O)C(=O)N1CCC(C(=O)Nc2ccc3[nH]ncc3c2)CC1 | 0.3 | -0.4 | 9 | 1
COc1ccc(C(=O)Nc2cc(C(=O)O)ccc2C)cc1[N+](=O)[O-] | 0.4 | -0.6 | 21 | 9
N#Cc1c(NC(=O)CSc2nnc(N)s2)sc2c1CCCC2 | -0.1 | -0.1 | -1 | 3
O=C(c1ccc(CO)o1)N1CCn2cc(C(F)(F)F)nc2C1 | 0.0 | -0.1 | -9 | -2
N#Cc1sc2nc(-c3ccccc3)ccc2c1N | 0.5 | -1.9 | 11 | -39
Cc1nc(N2CCC(NCC3CCS(=O)(=O)C3)CC2)nc2cc3c(cc12)CCC3 (stereo not given) | 0.4 | -0.1 | 9 | -4
C=CCNC(=O)c1cnn(-c2ccccc2)c1NC(=O)c1cccc(F)c1 | 0.1 | 0.6 | 2 | 4
CCCC(=O)NC(=S)Nc1cccc(C(C)=O)c1 | 0.1 | 1.0 | 6 | -4
O=C1CCCC2=C1C(c1c(F)cccc1Cl)Nc1ccccc1N2 (stereo not given) | -0.2 | -0.4 | -3 | -12
CCn1c(SCC(=O)Nc2cccc(F)c2)nnc1C1CC1 | -0.1 | -0.7 | -3 | -42
O=C(NC(=S)Nc1ccc(-c2nc3ncccc3o2)cc1)c1cccc(Cl)c1 | 0.1 | 0.2 | -11 | 3
C=CCN1C(=O)CC(c2ccccc2)=Nc2ccccc21 | 0.0 | 1.1 | -3 | 10
COc1ccc(NC(=O)C(=O)N/N=C/c2ccc(Cl)cc2Cl)cc1 | 0.5 | -0.7 | 17 | 0
O=C(OCCN1C(=O)c2cccc([N+](=O)[O-])c2C1=O)C1CCCCC1 | -0.1 | -0.9 | -4 | 0
COc1ccc(Cc2nnc(SCC(=O)Nc3nc4ccccc4s3)o2)cc1 | -0.3 | -2.2 | -10 | 5
CCC(C)NC(=O)CSc1nc2nc(C)c(Cc3cccc(Cl)c3)c(C)n2n1 (stereo not given) | 0.1 | 1.0 | -9 | -4
COC(=O)c1ccc(C2C3=C(CC(c4ccco4)CC3=O)Nc3ccccc3N2C(C)=O)cc1 (stereo not given) | -0.2 | -0.1 | 2 | 2
COc1cccc(C2C(C(=O)OC3CCCC3)=C(C)NC3=C2C(=O)CC(C)(C)C3)c1OC (stereo not given) | 0.1 | 0.4 | -8 | -1
COc1cc(-c2nc3ccccc3s2)ccc1O | 0.1 | 1.0 | 5 | -37
COc1ccc(OC)c(/C(O)=C/C(=O)C(=O)Nc2ccc(Br)cc2)c1 | -0.1 | 0.2 | 19 | 0
Cc1ccn(CCC(=O)N2CCC3(CC2)CC3C(=O)NCCC2=CCCCC2)n1 (stereo not given) | 0.4 | -1.5 | 12 | 6
C=CCn1c(=O)c(C(=O)Nc2nc3ccc(F)cc3s2)c(O)c2ccccc21 | 0.3 | 1.6 | 7 | -17
CCCN1CCC(N(C(=O)c2ccccc2)C2CC2)CC1 | 0.0 | -1.0 | 5 | 2
CCN(CC)C(=O)C1CCCN(c2nc(N)c3cc(OC)c(OC)cc3n2)C1 (stereo not given) | -0.1 | -0.5 | 8 | 5
CCCC(=O)Nc1cc(OCC)c(NC(=O)NC2CCCCC2)cc1OCC | -0.1 | 1.7 | -2 | -8
CCc1nc2c(c(=O)c3ccccc3n2C)c(=O)n1CCc1ccccc1 | 0.7 | -0.5 | 28 | -1
O=C(CC1CCC1)Nc1ccc(Oc2ccccc2)cc1 | 0.0 | 0.7 | 1 | -34
CCCC(NC(=O)CCc1nnc(Cc2ccc3c(c2)OCO3)o1)c1ccccc1 (stereo not given) | -0.1 | 0.2 | 0 | -49
COC(=O)C1CCN(C(=O)c2ccc(F)cc2)CC1 | -0.1 | 0.1 | 0 | 5
O=C(Cn1nnnc1CN1CCCCCC1)NCc1ccc(N2CCOCC2)cc1 | 0.0 | 1.1 | -3 | 1
CCOC(=O)C1=C(C)N=c2s/c(=C/C=C/c3ccccc3)c(=O)n2C1c1ccccc1 (stereo not given) | -0.2 | -0.6 | -2 | 10
Cc1ccc(NC(=O)CS(=O)CC(=O)NC2CCN(Cc3ccccc3)CC2)cc1C (stereo not given) | 0.3 | -0.8 | 17 | 1
O=C(Nc1ccccc1Br)c1cc(S(=O)(=O)N2CCOCC2)ccc1F | -0.1 | -0.2 | 0 | -1
COc1cc(-c2nc(C=Nc3ccccc3I)c(O)o2)cc(OC)c1OC | 0.0 | -0.4 | -10 | 5
CC1CN(C(=O)COC(=O)c2ccc(C#N)cc2)CC(C)O1 (stereo not given) | -0.2 | 0.5 | 3 | -2
CCCOC(=O)C(C)Oc1ccc2c(=O)c(Oc3cc(C)cc(C)c3)c(C(F)(F)F)oc2c1 (stereo not given) | 0.1 | -0.3 | -1 | 2
(further entries)
SMILES | FBW7 activator | GPR151 ag | MITF inh | TEAD-YAP block
O=C(O)CCCC(=O)N1CCCC(c2nc(-c3ccc4c(c3)OCO4)c3ccccn23)C1 (stereo not given) | -1.1 | -0.3 | 7 | 2
CCCCC(=O)N1C2=C(C(=O)c3ccccc32)C(c2cccc([N+](=O)[O-])c2)c2c1n(C)c(=O)n(C)c2=O (stereo not given) | 0.0 | 2.2 | 11 | -3
Cc1[nH]c2ccccc2c1C(=O)C(=O)N(C)C1CCCCC1 | 0.4 | 1.1 | 11 | 5
CCOC(=O)c1c(N2C(N)=C(C#N)C(c3cccc([N+](=O)[O-])c3)C3=C2CC(C)(C)CC3=O)sc2c1CCCC2 (stereo not given) | 0.0 | -1.1 | 6 | 1
N#C/C(=C\c1ccccc1)C(=O)Nc1cccc2c1C(=O)NC2=O | 0.0 | 2.5 | 14 | 6
CCCC(=O)NCCc1cc2cc(C)c(C)cc2[nH]c1=O | 0.2 | 0.9 | 9 | 3
COc1cccc(-c2nc(CS(=O)(=O)CC(=O)N(C)Cc3ccccc3)c(C)o2)c1 | -0.1 | -0.8 | -8 | -2
O=C(NC1CCCCCC1)c1coc(=O)c2ccccc12 | 0.0 | -0.7 | 0 | -8
Cc1cccc(NC(=O)COc2ccc(C)c(C)c2)c1 | 0.1 | 1.0 | -4 | -31
COc1cccc(-c2cn[nH]c2C2CCN(Cc3ccsc3)CC2)c1 | -0.1 | 0.3 | -6 | 3
CCCNC(=O)C1CCN(c2nc3ccccc3n3cccc23)CC1 | 0.0 | 3.3 | 2 | 4
CCN(CC)CCCNc1nc2ccccc2c2nc(-c3cccnc3)nn12 | 0.2 | -0.4 | 12 | 49*
O=C(NC1CC1)c1cncc(-c2cccs2)c1 | 0.1 | -0.3 | 18 | -7
COc1ccccc1Nc1cccc2nonc12 | 1.0 | -0.6 | -43 | -13
Fc1cc(-c2cnoc2)cc(-c2ccnc(Nc3ccc(-n4cnc(N5CCOCC5)n4)cc3)n2)c1 | -0.1 | 0.4 | 2 | -12

Whole records, looked up by structure. Order of values: FBW7 activator | GPR151 ag | MITF inh | TEAD-YAP block
COc1ccccc1Nc1cccc2nonc12 in the list: 1.0 | -0.6 | -43 | -13
Fc1cc(-c2cnoc2)cc(-c2ccnc(Nc3ccc(-n4cnc(N5CCOCC5)n4)cc3)n2)c1 in the list: -0.1 | 0.4 | 2 | -12
Cc1[nH]c2ccccc2c1C(=O)C(=O)N(C)C1CCCCC1 in the list: 0.4 | 1.1 | 11 | 5
COc1cccc(-c2cn[nH]c2C2CCN(Cc3ccsc3)CC2)c1 in the list: -0.1 | 0.3 | -6 | 3
CCCC(=O)NCCc1cc2cc(C)c(C)cc2[nH]c1=O in the list: 0.2 | 0.9 | 9 | 3

Compounds as they come. Share with any hit: about 3.4%.
